Screening results deposited in PubChem BioAssay by Sanford-Burnham Center for Chemical Genomics.
SKN-1 block – C. elegans SKN-1 inhibition; 0.49% of 360,000 active; C. elegans VP596 Pgst-4::GFP/RFP ratio, acrylamide-induced, 24 h; inhibition, % at 21.8 µM; AID 624304;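 active means interference check ratio from 0.5 to 1.5 plus GFP to RFP signal ratio inhibition reaching or exceeding a fixed threshold, cut at about 30% in these data, passing the limit was not always enough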; further: some compounds called inactive have numbers as strong as hits
SUMO1 PPI mod – modulators of human SUMO1-mediated protein-protein interactions; SUMO1 binding to a labelled peptide, TR-FRET, 1 h; 0.33% of 360,000 active; inhibition, % at 20 µM; P63165; in the data active means inhibition above about 37%
CendR NRP1 mod – NRP-1/CendR interaction modulation; O14786; FAM-RPARPAR peptide binding to NRP-1, fluorescence polarization; inhibition, % at 25 µM; 0.85% of 360,000 active; AID 602438;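 active means inhibition or corrected inhibition above about 18%, plus a signal ratio from 0.5 to 1.5, limit read from the data, passing the limit was not always enough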; further: strong numbers were not always called active
Target sequence (O14786 whole entry, looked up): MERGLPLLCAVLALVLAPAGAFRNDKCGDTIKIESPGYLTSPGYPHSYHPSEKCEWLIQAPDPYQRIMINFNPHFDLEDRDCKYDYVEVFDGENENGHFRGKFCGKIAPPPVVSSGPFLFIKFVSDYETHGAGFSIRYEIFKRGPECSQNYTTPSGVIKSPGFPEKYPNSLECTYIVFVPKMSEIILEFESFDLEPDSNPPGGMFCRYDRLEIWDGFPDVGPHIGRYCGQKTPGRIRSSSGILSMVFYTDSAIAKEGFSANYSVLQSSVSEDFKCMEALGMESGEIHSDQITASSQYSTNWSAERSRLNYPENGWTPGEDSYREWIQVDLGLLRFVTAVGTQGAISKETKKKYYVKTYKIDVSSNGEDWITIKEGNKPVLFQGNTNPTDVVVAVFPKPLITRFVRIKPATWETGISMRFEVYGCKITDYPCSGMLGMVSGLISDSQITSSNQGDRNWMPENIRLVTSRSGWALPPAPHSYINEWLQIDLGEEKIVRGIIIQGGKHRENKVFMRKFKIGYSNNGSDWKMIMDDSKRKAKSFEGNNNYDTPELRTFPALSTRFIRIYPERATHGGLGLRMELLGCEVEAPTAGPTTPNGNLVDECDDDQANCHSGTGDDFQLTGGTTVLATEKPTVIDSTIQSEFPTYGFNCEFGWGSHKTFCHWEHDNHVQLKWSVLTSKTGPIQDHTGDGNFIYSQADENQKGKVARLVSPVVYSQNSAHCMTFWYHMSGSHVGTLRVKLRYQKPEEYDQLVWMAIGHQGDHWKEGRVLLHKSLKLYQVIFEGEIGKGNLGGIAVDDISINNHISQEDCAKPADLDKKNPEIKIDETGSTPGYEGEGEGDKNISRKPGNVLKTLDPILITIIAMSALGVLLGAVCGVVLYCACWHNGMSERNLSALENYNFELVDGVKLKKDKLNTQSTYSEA
DNMT1 inh – DNMT1 (human) enzyme inhibition; DNMT1 molecular beacon, Hinp1I cleavage, fluorescence; inhibition (reported as % activation of signal), % at 10 µM; 0.83% of 360,000 active; AID 588458; in the data active means inhibition above about 50%
Rpn11 inh – inhibitors of human proteasome Rpn11; AID 588493; 0.59% of 360,000 active; human 26S proteasome, Ub4-pepOG fluorescence polarization; 20S core pre-blocked with epoxomicin; calls only at 20 µM; O00487;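 active means inhibition at 20 µM, scaled to each plate's controls, above about 33%, limit read from the data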
STEP inh – STEP (human) phosphatase inhibition | inhibition, % at 20 µM | recombinant STEP, OMFP fluorogenic substrate, fluorescence | 0.25% of 360,000 active | P54829 | AID 588621;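 active means inhibition at 20 µM, scaled per plate between control wells, above about 37%, limit read from the data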;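 further: 0% = DMSO with enzyme and substrate and 100% = substrate only without enzyme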
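Assay system: isolated STEP enzyme / Timing: 20 min at room temperature, dark / Doses: 20 µM, 1% DMSO / Technique: fluorescence intensity, excitation 480 nm, emission 540 nm / Reagent: fluorogenic phosphatase substrate OMFP at 25 µM final / Measure: percent inhibition scaled to no-enzyme and uninhibited-enzyme controls, plate-pattern corrected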
Scp1 inh – blocks human Scp-1 phosphatase activity; Recombinant Scp1, phosphopeptide, malachite green phosphate absorbance; inhibition, % at 20 µM; 0.88% of 340,000 active;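 active means inhibition above about 50% at 20 µM, limit read from the data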;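 further: plate controls were DMSO wells with enzyme for no effect and wells lacking enzyme for full effect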
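System: SCP-1 catalytic domain; Reagent: Phospho 17-mer peptide substrate; Doses: one concentration, 20 µM, with 1.0% DMSO; Incubation: 45 min room-temperature reaction, 5 min colour, 30 min stabiliser; Signal: Phosphate-binding colour reagent, absorbance read at 630 nm.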
NadD inh – blocks S. aureus nicotinate mononucleotide adenylyltransferase. purified NadD enzyme, colorimetric absorbance read-out. inhibition, % at 20 µM. AID 602399. 0.78% of 360,000 active; in the data active means inhibition above about 26%; further: some compounds past the cut are filed as inactive
MT1-MMP act inh – blocks activation of human MT1-MMP; P50281; HT1080 RFP-PRO-GFP cells, GFP/RFP ratio fluorescence, overnight; percent of plate control window, DMSO zero; GFP/RFP ratio change, % at 20 µM; 0.061% of 360,000 active; AID 651647;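 active means GFP/RFP ratio change of at least 30% with cell ATP level not reduced by more than half and red fluorescence within 50% of control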; further: strong numbers were not always called active
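Test system: HT1080 cells expressing an RFP-PRO-GFP fluorescent reporter construct / Compound dosing: single-point 20 µM compound, 1% DMSO / Schedule: cells overnight before dosing, compound overnight, 37 °C, 5% CO2 / Evaluation: GFP/RFP fluorescence ratio / Control set: DMSO and RFP-L50D-GFP cell wells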
LMPTP inh – blocks human LMPTP phosphatase | P24666 | recombinant LMPTP-A, OMFP fluorogenic substrate, fluorescence intensity | inhibition, % at 20 µM | 0.22% of 360,000 active | AID 651560;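 active means compounds that cut the enzyme signal by at least half of the control window in the single-dose screen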;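 further: plate controls were DMSO wells with enzyme plus substrate for no effect and substrate without enzyme for full effect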
Target sequence (P24666 whole entry, looked up): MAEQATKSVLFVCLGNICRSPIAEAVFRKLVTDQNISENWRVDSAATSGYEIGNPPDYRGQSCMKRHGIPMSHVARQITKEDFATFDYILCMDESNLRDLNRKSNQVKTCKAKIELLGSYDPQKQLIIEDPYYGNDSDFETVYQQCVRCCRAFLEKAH
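Test system – LMPTP-A enzyme · Amount – LMPTP-A at 0.625 nM final in the reaction · Buffer or medium – Bis-Tris pH 6.0, DTT, detergent · Reagent – OMFP 400 µM · Doses – single 20 µM dose · Schedule – reaction 50 min, room temperature, dark · Detection – fluorescence intensity of OMFP turnover product · Evaluation – percent inhibition versus substrate-only and uninhibited controls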
The depositor's hits bear a star; i = inactive; . = no result given; & = joins results of further samples. The order is random; about 3.9% have a hit in one of these screens.

SMILES	SKN-1 block	SUMO1 PPI mod	CendR NRP1 mod	DNMT1 inh	Rpn11 inh	STEP inh	Scp1 inh	NadD inh	MT1-MMP act inh	LMPTP inh
C=C1C[C@H](O[C@@H]2O[C@H](CO)[C@@H](O)[C@H](O)[C@H]2O)[C@@H]2[C@H](OC(=O)[C@H]2C)[C@H]2[C@H](C)[C@@H](O)C[C@@H]12	6	-1	-10	3	i	3	-8	0	1	-0.1
O=C(CSc1nnc2nnc3ccccc3n12)N1CCOCC1	-2	-34	16	0	i	-2	-2	0	-4	-0.2
CN(Cc1ccon1)C(=O)CCc1nnc(Cc2ccc(-c3ccccc3)cc2)o1	2	-1	9	8	i	1	-8	-3	2	0.2
COc1ccc(CC(=O)N/N=C/c2ccc(Cl)s2)cc1OC	-2	-22	5	-1	i	-1	0	-2	-3	-1.4
COc1ccc(OC)c(NC(=O)C2(C)CCN2C(=O)C(C)(C)c2ccccc2)c1 (stereo not given)	20	0	3	1	i	-1	.	-1	-4	0.0
CCOc1ccc(NC(c2ccccc2)P(=O)(OC)OC)cc1 (stereo not given)	-5	6	-4	-2	i	1	1	-1	-3	-2.0
CCn1nnnc1SCC(=O)N1CCc2ccccc21	-4	0	-5	0	i	-2	12	-2	4	-1.6
COc1ccc(O)c(CNn2c(-c3ccc(Br)cc3)nc3ccccc3c2=O)c1	5	3	4	-4	i	-3	1	4	-5	0.4
CCc1nc2ccccc2n1Cc1ccccc1OC	13	-3	-7	-2	i	-3	-1	5	1	9.1
CN(C)CCCN1c2ccccc2Sc2ccc(Cl)cc21	1&3	-2&-18	-2&1	-3&1	i	-4&-2	-6&-9	-4&1	-11&-9	-0.2&-1.5
CCc1ncc(CN2CCCCC2C(=O)Nc2ccc(Oc3ccccc3)nc2)cn1 (stereo not given)	-11	4	12	-1	i	0	1	0	2	-1.2
COc1ccc(Br)cc1/C=C/C(=O)Nc1ccc(C)cc1	11	-6	-6	-11	i	2	-13	-3	-3	2.5
CC(=O)Oc1ccc2c(=O)c(N3C(=O)c4ccccc4C3=O)c(C)oc2c1	12	-2	5	6	i	0	-8	-3	-2	-0.6
Cc1[nH]nc2c1C(c1cccs1)C1=C(CCCC1=O)N2 (stereo not given)	-12	2	-9	1	i	1	-10	-7	3	-0.8
COc1cccc(N(CC(=O)NC2CC3CCC2C3)S(=O)(=O)c2ccccc2)c1 (stereo not given)	8	4	-9	-2	i	-1	-5	0	0	-0.9
O=C(Nc1ccccc1N1CCCCC1)c1cnccn1	1	-2	0	-2	i	-3	-4	1	-8	1.6
CC(=O)Nc1cccc(-c2cc(C)c3cc4c(cc3n2)OCO4)c1	9	-7	-5	-4	i	-3	1	1	2	0.7
CC(=O)c1c(C)[nH]c(C(=O)N2CCN(c3ccc(F)cc3)CC2)c1C	-4	-3	0	-7	i	-3	1	-1	0	-0.3
CCCCNC(=S)N(C)/N=C/c1ccc(OCC(=O)Nc2ccc(OC)cc2)c(OC)c1	5	4	-9	-6	i	2	-1	-3	-1	3.4
COc1ccc(/C=C/c2ccc3cccc(O)c3n2)c(OC)c1OC	8	-31	-10	-7	i	3	-1	4	2	6.8

13 of the compounds above, with two lines to a compound:
Each structure is followed by: SKN-1 block, SUMO1 PPI mod, CendR NRP1 mod, DNMT1 inh, Rpn11 inh, STEP inh, Scp1 inh, NadD inh, MT1-MMP act inh, LMPTP inh
CCn1nnnc1SCC(=O)N1CCc2ccccc21
→ -4, 0, -5, 0, i, -2, 12, -2, 4, -1.6
COc1ccc(O)c(CNn2c(-c3ccc(Br)cc3)nc3ccccc3c2=O)c1
→ 5, 3, 4, -4, i, -3, 1, 4, -5, 0.4
CCc1nc2ccccc2n1Cc1ccccc1OC
→ 13, -3, -7, -2, i, -3, -1, 5, 1, 9.1
CN(C)CCCN1c2ccccc2Sc2ccc(Cl)cc21
→ 1&3, -2&-18, -2&1, -3&1, i, -4&-2, -6&-9, -4&1, -11&-9, -0.2&-1.5
CCc1ncc(CN2CCCCC2C(=O)Nc2ccc(Oc3ccccc3)nc2)cn1 (stereo not given)
→ -11, 4, 12, -1, i, 0, 1, 0, 2, -1.2
COc1ccc(Br)cc1/C=C/C(=O)Nc1ccc(C)cc1
→ 11, -6, -6, -11, i, 2, -13, -3, -3, 2.5
CC(=O)Oc1ccc2c(=O)c(N3C(=O)c4ccccc4C3=O)c(C)oc2c1
→ 12, -2, 5, 6, i, 0, -8, -3, -2, -0.6
Cc1[nH]nc2c1C(c1cccs1)C1=C(CCCC1=O)N2 (stereo not given)
→ -12, 2, -9, 1, i, 1, -10, -7, 3, -0.8
COc1cccc(N(CC(=O)NC2CC3CCC2C3)S(=O)(=O)c2ccccc2)c1 (stereo not given)
→ 8, 4, -9, -2, i, -1, -5, 0, 0, -0.9
O=C(Nc1ccccc1N1CCCCC1)c1cnccn1
→ 1, -2, 0, -2, i, -3, -4, 1, -8, 1.6
CC(=O)Nc1cccc(-c2cc(C)c3cc4c(cc3n2)OCO4)c1
→ 9, -7, -5, -4, i, -3, 1, 1, 2, 0.7
CC(=O)c1c(C)[nH]c(C(=O)N2CCN(c3ccc(F)cc3)CC2)c1C
→ -4, -3, 0, -7, i, -3, 1, -1, 0, -0.3
CCCCNC(=S)N(C)/N=C/c1ccc(OCC(=O)Nc2ccc(OC)cc2)c(OC)c1
→ 5, 4, -9, -6, i, 2, -1, -3, -1, 3.4

(more compounds)
SMILES	SKN-1 block	SUMO1 PPI mod	CendR NRP1 mod	DNMT1 inh	Rpn11 inh	STEP inh	Scp1 inh	NadD inh	MT1-MMP act inh	LMPTP inh
O=C(Nc1ccc2c3c(cccc13)CC2)c1ccco1	1	0	-32	2	i	0	-12	-18	-10	1.3
Cc1sc(NC(=O)Cn2cnnn2)nc1-c1ccc(Cl)cc1	3	0	-14	-1	i	0	-1	4	2	1.5
Cc1onc(-c2ccccc2)c1NC(=O)N(CCC#N)Cc1cccs1	7	1	-4	2	i	0	-2	0	-3	-1.2
Cc1ccc2c(COC(=O)C34CC5CC(CC(C5)C3)C4)cc(=O)oc2c1	-2	-3	4	9	i	0	-5	3	-2	-0.9
NC(=O)c1ccsc1NC(=O)C1CCN(S(=O)(=O)c2cccs2)CC1	-4	5	-6	7	i	-2	4	-7	2	-0.1
O=C(c1ccc2c(c1)OCO2)N1CCc2ccccc21	-20	3	-1	1	i	5	-5	-2	1	-0.7
Cc1ccccc1-n1nc(C(=O)c2cccs2)cc(-c2nc3ccccc3[nH]2)c1=N	-3	-1	-8	1	i	2	10	20	-33	7.0
O=C(CNC(=O)C12CC3CC(CC(C3)C1)C2)OCC(=O)N1CCCCC1	11	7	1	2	i	2	-1	4	2	-0.7
C=C1CCC[C@]2(C)C[C@H]3OC(=O)C(CN4CC(C)OC(C)C4)[C@H]3C[C@@H]12 (stereo not given in full)	0	0	0	0	i	0	-3	1	2	1.1
CN(C)S(=O)(=O)c1ccc(N2CCOCC2)nc1	-12	2	-5	-3	i	-1	-6	-5	6	-2.3
COc1cc(CNC(=O)CCC(=O)N2C[C@H]3C[C@H](C2)c2cccc(=O)n2C3)cc(OC)c1OC	-1	6	3	0	i	-1	4	0	0	0.3
O=c1c2ccccc2nc2n1C(CSc1ccccc1)CS2 (stereo not given)	1	3	20	0	i	0	-4	2	-3	0.6
Cc1ccc(C(=O)OC(C)C(=O)NCc2ccc3c(c2)OCO3)cc1S(=O)(=O)N1CCOCC1 (stereo not given)	0	3	-3	0	i	-1	13	-1	-1	-0.6
CC(=O)N1CCc2cc(S(=O)(=O)NC(C(=O)NCc3ccccc3)C(C)C)ccc21 (stereo not given)	-20	-1	5	2	i	-3	-5	-1	-7	0.4
Cc1cc(C)c(OCC(=O)Nc2nnc(-c3ccco3)o2)c(C)c1	-3	6	-10	-1	i	0	3	8	1	-0.2
CCc1cc(/C(Cc2csc(C)n2)=N/O)c(O)cc1O	-6	2	-2	2	i	1	1	-3	-11	-2.5
CSCC[C@H](NC(=O)N1C[C@H]2C[C@@H](C1)c1cccc(=O)n1C2)C(=O)Nc1ccc(NC(C)=O)cc1	13	1	1	3	i	-2	18	0	4	-1.6
Cc1ccc(-c2nc3cnccn3c2Nc2ccc3c(c2)OCCO3)o1	0	-13	11	-6	i	4	-11	4	3	-1.0
C=CCn1c(SCC(=O)c2ccc(CNC(C)=O)o2)nc2scc(C3CC3)c2c1=O	0	9	-19	29	i	3	12	10	-4	1.6
COc1ccccc1Cn1c(=O)[nH]c2cccnc21	29	-2	10	-1	i	0	-6	3	-1	0.5
O=C(NCc1ccc2c(c1)OCO2)C(c1ccco1)N(C(=O)c1csnn1)c1ccccc1 (stereo not given)	13	0	-1	-1	i	-1	-4	-9	4	-0.7
O=C(CCNC(=O)N1CCn2c1nc1ccccc12)NCc1ccc(Cl)cc1	-3	2	8	-3	i	0	-2	5	0	-1.1
Cc1ccccc1OCCNC(=O)CNC(=O)c1ccccc1O	1	4	-7	1	i	-2	-9	1	3	-1.2
CN1CCC(=NNC(=O)C(=O)NC(C)(C)C)CC1	4	3	8	-2	i	-3	-13	1	4	-4.7
CCCCNc1nnc(Cc2ccc(Cl)cc2)c(=O)[nH]1	10	8	0	30	i	28	97*	5	3	5.0
CCN(CC)S(=O)(=O)c1ccc(C(=O)NC2=NCCS2)cc1	16	1	8	-2	i	-2	-3	3	-4	0.5
COCc1ccc(CN2CCC(n3nccc3NC(=O)c3ccc4c(c3)OCO4)CC2)o1	9	4	-9	1	i	0	.	2	1	-0.7
Cc1ccccc1N1CCN(S(=O)(=O)N(C)C)CC1	3	-2	1	1	i	-1	-1	2	-4	0.6
O=C(Nc1ccccc1N1CCOCC1)C1(c2ccc(Cl)cc2)CCC1	-4	-2	-1	-2	i	1	-1	-6	-10	2.5
CCOC(=O)CCCNC(=O)CN1C(=O)NC(c2ccccc2)(c2ccccc2)C1=O	10	0	5	3	i	-2	-5	1	-2	-1.2
CC(C)(C)OC(=O)N1CCN(C(=O)Cn2cc(CCO)nn2)CC1	20	-1	2	8	i	-3	-3	-2	-1	-1.0
O=c1cc(N2CCc3ccccc32)[nH]c(=O)n1-c1ccc(Cl)cc1	9	4	-8	-4	i	0	-6	-2	-6	-1.4
COc1ccc(-c2nnc(SCC(=O)Oc3ccc(C)cc3)o2)cc1	-10	-1	2	-1	i	4	-9	-1	-1	1.4
